RXFP1 antagonist – blocks the human relaxin receptor RXFP1 | 350,000 tested, 0.59% active | HEK293-RXFP1, relaxin-stimulated cAMP HTRF, 30 min; stronger effect = lower value | activity change, negative = inhibition, % at 57.5 µM;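 active means activity change of -60% or lower, but not beyond a set lower limit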; further: on the % scale 0 is the no-effect control and ±100 the full control effect
D1 potentiator – potentiators of human D1 dopamine receptor; HEK293 TREx D1 cells, calcium flux, dopamine EC20 potentiation; potentiation, % at 10 µM; 360,000 tested, 0.036% active; AID 504651; in the data active means potentiation above about 30%; further: 0% is about no effect
Target sequence (P21728 whole entry, looked up): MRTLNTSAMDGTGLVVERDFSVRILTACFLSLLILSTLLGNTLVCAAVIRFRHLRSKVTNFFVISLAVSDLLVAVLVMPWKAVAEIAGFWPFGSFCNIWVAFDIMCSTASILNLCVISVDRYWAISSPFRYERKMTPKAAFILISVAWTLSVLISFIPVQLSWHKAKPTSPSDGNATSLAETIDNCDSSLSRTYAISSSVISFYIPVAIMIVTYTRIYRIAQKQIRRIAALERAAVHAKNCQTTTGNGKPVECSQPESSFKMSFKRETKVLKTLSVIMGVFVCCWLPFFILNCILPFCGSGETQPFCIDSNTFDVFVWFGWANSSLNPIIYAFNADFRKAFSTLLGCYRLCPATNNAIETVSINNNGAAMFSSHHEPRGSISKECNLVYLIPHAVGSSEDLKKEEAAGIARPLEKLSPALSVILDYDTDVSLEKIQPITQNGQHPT
D2 ag – D2 dopamine receptor (human) agonism | P14416 | HEK293 T-REx D2 cells, calcium flux agonist mode | activation, % at 2 µM | 340,000 tested, 0.53% active | AID 485358;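 active means activation over 3 SD above normal in the single-dose calcium agonist read, cut at about 30% in these data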; further: 0% is about no effect
Target sequence (P14416 whole entry, looked up): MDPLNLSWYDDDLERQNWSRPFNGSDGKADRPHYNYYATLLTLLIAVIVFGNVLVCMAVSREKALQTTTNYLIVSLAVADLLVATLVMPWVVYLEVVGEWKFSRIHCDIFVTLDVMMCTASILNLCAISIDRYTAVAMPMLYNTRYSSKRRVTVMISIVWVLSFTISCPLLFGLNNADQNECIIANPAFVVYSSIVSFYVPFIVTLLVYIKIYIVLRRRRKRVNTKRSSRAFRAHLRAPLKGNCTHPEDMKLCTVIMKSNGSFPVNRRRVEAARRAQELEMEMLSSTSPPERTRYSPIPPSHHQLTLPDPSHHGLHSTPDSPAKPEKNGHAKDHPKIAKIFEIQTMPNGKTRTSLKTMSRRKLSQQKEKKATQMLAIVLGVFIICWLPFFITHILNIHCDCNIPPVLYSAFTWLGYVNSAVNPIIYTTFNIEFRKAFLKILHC
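Tetracycline-induced HEK293 T-REx cells with force-coupled D2 receptor, plated overnight at 30 C, loaded with no-wash calcium dye. After a 10 s baseline, compound was pin-added and calcium flux read kinetically for 180 s; calcium rises flagged agonists.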
TRHR enhancer – allosteric enhancers of human TRH receptor; P34981; TRHR cells, fluo-8 calcium fluorescence, EC20 TRH enhancement; enhancement, % at 2 µM; 360,000 tested, 0.66% active; AID 493056; in the data active means enhancement above about 30%; further: 0% is about no effect
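Enhancer read-out: after compound pinning and an initial kinetic agonist-mode read, an EC20 of TRH (10 nM final) was injected and fluo-8 calcium signal (Ex 480/Em 530) followed at 1 s/cycle for 100 cycles in TRHR-expressing cells.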
D2 PAM – D2 dopamine receptor (human) potentiation | 340,000 tested, 0.34% active | HEK293 T-REx D2, calcium flux, EC20 dopamine potentiation | potentiation, % at 10 µM;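 active means potentiation over 3 SD above the plate norm, cut at about 30% in these data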; further: 0% is about no effect
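Potentiation of an EC20 dopamine calcium response measured kinetically over 180 s, after a preceding 180 s compound-only read flagging agonists. Cells: inducible Hek293 Trex D2 line, 4000/well, cultured overnight at 30 C before dye loading.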
D1 antagonist – antagonists of human D1 dopamine receptor; P21728; HEK293 TREx D1 cells, calcium flux, dopamine EC80; stronger effect = lower value; activity change, negative = inhibition, % at 10 µM; 360,000 tested, 3.2% active; AID 504652; in the data active means activity change below about -30%; further: on the % scale 0 is the no-effect control and ±100 the full control effect
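Kinetic fluorescence of a calcium dye serves as the read-out. D1-expressing Hek293 Trex cells, induced overnight at 30 C, are exposed to compound for 180 s before an EC80 dopamine addition, then read 180 s further.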
D2 antagonist – D2 dopamine receptor (human) antagonism; inhibition, % at 10 µM; HEK293 TREx D2 cells, calcium flux, dopamine EC80; AID 485344; 340,000 tested, 2% active; in the data active means inhibition above about 30%; further: 0% is about no effect
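Calcium mobilization kinetics were recorded at 1 s intervals in tetracycline-induced HEK293 T-REx D2 cells, first for 180 s after compound addition and then 180 s after EC80 dopamine.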
TRHR agonist – agonists of human TRH receptor | activation, % at 2 µM | P34981 | TRHR cells, calcium flux fluo-8, FDSS agonist mode | AID 493084 | 360,000 tested, 0.18% active; further: 0% is about no effect
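In this calcium-flux screen, cells bearing human TRHR are dye-loaded with fluo-8, baselined for 10 cycles, then exposed to library compounds; positive kinetic calcium responses during the agonist phase mark hits, with TRH as control.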
D1 ag – human D1 receptor agonism; P21728; HEK293 T-REx D1 cells, calcium flux, agonist mode; activation, % at 2 µM; 360,000 tested, 1% active; AID 504660; further: 0% is about no effect
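Inducible HEK293 T-REx D1 cells, force-coupled to calcium signalling, were plated at 4000 cells/well with tetracycline and held overnight at 30 C. After no-wash calcium dye loading, compound-evoked calcium rise over 180 s flagged agonists.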
* hit, by the source's call. Unless noted, no stated cut-off is given here; in the data, active means activation above about 30%; inactive means the rest.

For CN1CCCN(C(=O)C2CCC(C(=O)N3CCCN(C)CC3)CC2)CC1 (configuration not stated) the results were RXFP1 antagonist -15, D1 potentiator -11, D2 ag -1.4, TRHR enhancer 2, D2 PAM -1, D1 antagonist -15, D2 antagonist 8, TRHR agonist 1.7 and D1 ag 3.
Cc1ccc(NC(=O)CCCn2nc(C)c3c(C)n(-c4ccccc4)nc3c2=O)cc1Cl was read as RXFP1 antagonist -18, D1 potentiator -4, D2 ag -0.2, TRHR enhancer 4, D2 PAM 0, D1 antagonist -8, TRHR agonist -0.8 and D1 ag 1.
Screening NC(=O)c1ccc(NC(=O)COC(=O)c2cc([N+](=O)[O-])ccc2N2CCOCC2)cc1 returned RXFP1 antagonist -7, D1 potentiator -6, D2 ag -0.5, TRHR enhancer 9, D2 PAM -5, D1 antagonist -4, D2 antagonist -17, TRHR agonist -0.2 and D1 ag 0.
For C=CCc1cccc2cc(C(=O)NCc3ccc(C(=O)OCC)o3)c(=O)oc12 the results were RXFP1 antagonist -11, D1 potentiator -3, D2 ag 0.0, TRHR enhancer 0, D2 PAM 0, D1 antagonist -8, D2 antagonist -9, TRHR agonist -0.3 and D1 ag 4.
Cc1ccc(C(=O)n2nc(C)c(S(=O)(=O)N3CCCCCC3)c2C)cc1C was read as D1 potentiator -3, D2 ag -1.0, TRHR enhancer 35*, D2 PAM 15, D1 antagonist -15, TRHR agonist 0.1 and D1 ag 4.
`COCc1nnc(NC(=O)C2CC(=O)N(C3CCCCC3)C2)s1` (configuration not stated) gave RXFP1 antagonist -2, D1 potentiator 2, D2 ag -0.3, TRHR enhancer -9, D2 PAM -4, D1 antagonist -19, D2 antagonist 5, TRHR agonist 1.1 and D1 ag 2.
CC(=O)N1CCc2cc(S(=O)(=O)NC(CC(C)C)C(=O)NCc3ccccc3Cl)ccc21 (configuration not stated) was read as RXFP1 antagonist -3, D1 potentiator 0, D2 ag -1.6, TRHR enhancer -4, D2 PAM 2, D1 antagonist 14, TRHR agonist -1.1 and D1 ag 1.
CC1=C(C(=O)OCc2ccc(C)cc2)C(c2cccc(F)c2F)CC(=O)N1 (configuration not stated) was read as D1 potentiator 0, D2 ag -1.8, TRHR enhancer 11, D2 PAM 3, D1 antagonist 9, TRHR agonist -0.4 and D1 ag 7.
Screening Cc1cc(=O)[nH]c2c(C)cc(S(=O)(=O)NCc3ccccc3)cc12 returned RXFP1 antagonist -6, D1 potentiator -3, D2 ag 36*, TRHR enhancer -6, D2 PAM -5, D1 antagonist -39*, D2 antagonist 5, TRHR agonist 1.1 and D1 ag 3.
For O=C(NCc1ccccc1Cl)c1cnc2n(c1=O)CCS2 the results were D2 ag 0.1, TRHR enhancer 5, D2 PAM -1, D1 antagonist -9, D2 antagonist 29, TRHR agonist -0.5 and D1 ag 6.
Cc1cc(C)cc(NC(c2nnc(-c3cccc(F)c3)o2)c2ccc(F)cc2Cl)c1 (configuration not stated) was read as RXFP1 antagonist -16, D1 potentiator 1, D2 ag -1.1, TRHR enhancer -1, D2 PAM 1, D1 antagonist 12, TRHR agonist 0.0 and D1 ag 2.
For Cc1ccc(N2C(N)=C(C#N)C(c3cccs3)C3=C2CC(C)(C)CC3=O)cc1 (configuration not stated) the results were RXFP1 antagonist 28, D1 potentiator 6, D2 ag 1.3, TRHR enhancer 22, D2 PAM 13, D1 antagonist -1, D2 antagonist 3, TRHR agonist 0.0 and D1 ag 12.
CCCOc1ccc(CNC(=O)C2CCCN(c3nc4c(C)cc(C)cc4s3)C2)cc1 (configuration not stated) was read as RXFP1 antagonist 2, D1 potentiator -7, TRHR enhancer 4, D2 PAM 8, D1 antagonist -30, TRHR agonist -0.5 and D1 ag 1.
`CCc1ccccc1NC(=O)CN1CCN(C(=O)C(C)NC(=O)c2ccc(Cl)cc2)CC1` (configuration not stated) gave RXFP1 antagonist -18, D1 potentiator -7, D2 ag 0.1, TRHR enhancer -7, D2 PAM 2, D1 antagonist -1, D2 antagonist 0, TRHR agonist 0.2 and D1 ag 1.
`Cc1cc([N+](=O)[O-])nn1CC(=O)NCCCn1ccnc1` gave RXFP1 antagonist -3, D1 potentiator 3, D2 ag -0.1, TRHR enhancer 11, D2 PAM 0, D1 antagonist -9, D2 antagonist 15, TRHR agonist 0.0 and D1 ag 1.
Screening Fc1ccccc1OCCn1c(=S)[nH]c2ccccc21 returned RXFP1 antagonist -34, D1 potentiator 1, D2 ag 0.5, TRHR enhancer 37*, D2 PAM -1, D1 antagonist 6, D2 antagonist 0, TRHR agonist 0.0 and D1 ag 2.
`O=C(O)CC(Cc1ccccc1)C(=O)Nc1ccc([N+](=O)[O-])cc1` (configuration not stated) gave RXFP1 antagonist 7, D1 potentiator 26, D2 ag 0.2, TRHR enhancer 14, D2 PAM -7, D1 antagonist -5, D2 antagonist 2, TRHR agonist 0.1 and D1 ag 3.
For Cc1cccc(C)c1NS(=O)(=O)c1ccc(NS(=O)(=O)c2ccc3c(c2)OCCO3)cc1 the results were D1 potentiator 4, D2 ag 9.3, TRHR enhancer 3, D2 PAM 10, D1 antagonist -5, TRHR agonist 1.8 and D1 ag 15.
Cc1ccc(NC(=O)c2cc3c(s2)CCCC3)cc1 was read as RXFP1 antagonist -22, D1 potentiator 0, D2 ag -0.1, TRHR enhancer 1, D2 PAM -22, D1 antagonist 28, D2 antagonist 16, TRHR agonist -0.6 and D1 ag -5.
Screening COc1cccc2[nH]c3c(N4CCC5(CC4)OCCO5)ncnc3c12 returned RXFP1 antagonist -7, D1 potentiator -1, D2 ag 0.9, TRHR enhancer 0, D2 PAM 0, D1 antagonist -7, D2 antagonist 1, TRHR agonist -1.0 and D1 ag 1.
Cc1cc(Cl)ccc1OCC(=O)N(Cc1ccco1)Cc1ccco1 was read as RXFP1 antagonist -37, D1 potentiator 0, D2 ag 0.0, TRHR enhancer -6, D2 PAM -5, D1 antagonist -11, TRHR agonist -0.3 and D1 ag 6.
`O=C1CCC(c2ccccc2)N1C(=O)c1cccnc1` (configuration not stated) gave RXFP1 antagonist 3, D1 potentiator -5, D2 ag -1.1, TRHR enhancer 0, D2 PAM 38*, D1 antagonist -14, D2 antagonist -6, TRHR agonist -0.7 and D1 ag 1.
`CCN1/C(=C(\O)c2ccccc2)C(=O)c2ccccc2S1(=O)=O` gave RXFP1 antagonist -4, D1 potentiator -2, D2 ag 0.0, TRHR enhancer 9, D2 PAM 12, D1 antagonist 13, D2 antagonist -2, TRHR agonist -0.7 and D1 ag 1.
Screening CCOC(=O)N1CCN(S(=O)(=O)N2CCCC(C(=O)NCCCN3CCC(C)CC3)C2)CC1 (configuration not stated) returned RXFP1 antagonist 5, D1 potentiator 4, D2 ag 0.2, TRHR enhancer -1, D2 PAM 11, D1 antagonist 3, D2 antagonist 16, TRHR agonist 0.5 and D1 ag 1.
`O=C(/C=C/c1ccc(-c2ccccc2[N+](=O)[O-])o1)c1ccc(Br)cc1` gave RXFP1 antagonist 5, D1 potentiator -4, D2 ag -0.8, TRHR enhancer 16, D2 PAM -3, D1 antagonist -6, D2 antagonist -15, TRHR agonist 0.4 and D1 ag 3.
Screening COc1ccc(C(=O)O)cc1Nc1nc2ccc(C)cc2n2cnnc12 returned D1 potentiator 1, D2 ag -0.5, TRHR enhancer 4, D2 PAM 12, D1 antagonist -5, TRHR agonist -0.6 and D1 ag 1.
For COc1ccc(C(C(=O)NC(C)(C)C)N(CCC(C)C)C(=O)CCC(=O)Nc2cc(C)on2)cc1 (configuration not stated) the results were RXFP1 antagonist -4, D1 potentiator -2, D2 ag 0.6, TRHR enhancer -3, D2 PAM -12, D1 antagonist -5, D2 antagonist -5, TRHR agonist -0.4 and D1 ag 0.
COC(=O)c1ccc(C(=O)N(Cc2ccccc2)c2ccccc2)cc1 was read as RXFP1 antagonist 1, D1 potentiator -11, D2 ag -1.7, TRHR enhancer 0, D2 PAM 9, D1 antagonist -28, D2 antagonist -5, TRHR agonist 0.2 and D1 ag 25.
CC(C)(C)c1ccc(C(=O)N/C(=C\c2cccc([N+](=O)[O-])c2)C(=O)Nc2cccc(C(=O)O)c2)cc1 was read as RXFP1 antagonist -6, D1 potentiator 0, TRHR enhancer 1, D1 antagonist 1, TRHR agonist 0.0 and D1 ag 2.
Cc1cccc(NC(=O)c2ccc(OCc3c(C)noc3C)cc2)n1 was read as RXFP1 antagonist -2, D1 potentiator 8, D2 ag -0.4, TRHR enhancer 1, D2 PAM 3, D1 antagonist -11, D2 antagonist -6, TRHR agonist 0.8 and D1 ag 4.
`CCOc1cc(N2CCOCC2)c(OCC)cc1NC(=O)C1CCCC1` gave RXFP1 antagonist -2, D1 potentiator -4, D2 ag 1.1, TRHR enhancer 27, D2 PAM 0, D1 antagonist 9, D2 antagonist -7, TRHR agonist 0.1 and D1 ag 5.
`COc1ccc(N(C)C(=O)c2nn(-c3ccc(C)cc3)c(=O)n(C)c2=O)c(OC)c1` gave RXFP1 antagonist 1, D1 potentiator 3, D2 ag 0.9, TRHR enhancer 3, D2 PAM 2, D1 antagonist 3, TRHR agonist -0.4 and D1 ag 0.
`CCN1CCC2(CC1)Oc1c(OC)cccc1C1CC(c3cccnc3)=NN12` (configuration not stated) gave RXFP1 antagonist 9, D1 potentiator -1, D2 ag 0.6, TRHR enhancer 2, D2 PAM 7, D1 antagonist 10, D2 antagonist 0, TRHR agonist 0.3 and D1 ag 2.

An excerpt from above in order of molecular weight, smallest number first.
Cc1ccc(NC(=O)c2cc3c(s2)CCCC3)cc1 was read as RXFP1 antagonist -22, D1 potentiator 0, D2 ag -0.1, TRHR enhancer 1, D2 PAM -22, D1 antagonist 28, D2 antagonist 16, TRHR agonist -0.6 and D1 ag -5.
`CCN1/C(=C(\O)c2ccccc2)C(=O)c2ccccc2S1(=O)=O` gave RXFP1 antagonist -4, D1 potentiator -2, D2 ag 0.0, TRHR enhancer 9, D2 PAM 12, D1 antagonist 13, D2 antagonist -2, TRHR agonist -0.7 and D1 ag 1.
Screening COc1cccc2[nH]c3c(N4CCC5(CC4)OCCO5)ncnc3c12 returned RXFP1 antagonist -7, D1 potentiator -1, D2 ag 0.9, TRHR enhancer 0, D2 PAM 0, D1 antagonist -7, D2 antagonist 1, TRHR agonist -1.0 and D1 ag 1.
Cc1cc(Cl)ccc1OCC(=O)N(Cc1ccco1)Cc1ccco1 was read as RXFP1 antagonist -37, D1 potentiator 0, D2 ag 0.0, TRHR enhancer -6, D2 PAM -5, D1 antagonist -11, TRHR agonist -0.3 and D1 ag 6.
`O=C(/C=C/c1ccc(-c2ccccc2[N+](=O)[O-])o1)c1ccc(Br)cc1` gave RXFP1 antagonist 5, D1 potentiator -4, D2 ag -0.8, TRHR enhancer 16, D2 PAM -3, D1 antagonist -6, D2 antagonist -15, TRHR agonist 0.4 and D1 ag 3.

Screening data (PubChem BioAssay)
